# Compound activity (PubChem)
# hcGAS inh: Primary biochemical luminescence assay for human cyclic GMP-AMP synthase inhibitors | Q8N884 | recombinant h-cGAS, ATP depletion, Kinase-Glo luminescence | inhibition, % at 12.5 µM | 0.081% of 290,000 active | AID 1259398, 2018;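 also: 0% = vehicle reaction and 100% = reaction without DNA for no activity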
# Target sequence (Q8N884 whole entry, looked up): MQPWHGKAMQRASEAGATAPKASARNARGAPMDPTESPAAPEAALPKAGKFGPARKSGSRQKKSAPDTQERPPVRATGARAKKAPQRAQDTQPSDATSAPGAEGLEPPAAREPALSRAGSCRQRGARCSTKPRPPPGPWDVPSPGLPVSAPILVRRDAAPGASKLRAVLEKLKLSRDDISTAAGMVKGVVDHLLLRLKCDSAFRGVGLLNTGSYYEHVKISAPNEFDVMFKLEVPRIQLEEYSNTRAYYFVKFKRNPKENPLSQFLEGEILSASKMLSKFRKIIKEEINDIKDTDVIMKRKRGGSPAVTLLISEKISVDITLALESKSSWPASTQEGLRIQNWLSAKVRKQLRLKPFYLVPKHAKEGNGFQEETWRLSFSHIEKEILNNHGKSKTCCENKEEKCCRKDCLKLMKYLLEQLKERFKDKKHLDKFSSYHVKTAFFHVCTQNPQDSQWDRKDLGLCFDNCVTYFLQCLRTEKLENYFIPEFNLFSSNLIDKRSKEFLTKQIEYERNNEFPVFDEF
# NPYLR7 ag: agonists of mosquito NPYLR7 receptor, primary screen, cell-based, Aedes aegypti, calcium fluorescence, mosquito biting behavior; HEK293T NPYLR7/Galpha15, GCaMP6s calcium fluorescence; activation, % at 10 µM; 0.15% of 270,000 active; AID 1259423, 2018; in the data active = activation above about 40%;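 also: 0% = vehicle and 100% = reference agonist at the receptor; some compounds past the cut are filed as inactive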
# mcGAS inh: cyclic GMP-AMP synthase inhibitors, mouse, primary biochemical chemiluminescence; inhibition, % at 12.5 µM; 0.15% of 160,000 active; Q8C6L5; recombinant cGAS, Kinase-Glo ATP depletion luminescence;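 also: 0% = negative control wells and 100% = reference inhibitor with no enzyme activity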
# Numbers without * were called inactive; . = not tested or not shown. Rule as the data show it, unless noted: active = inhibition above about 40%; inactive = the rest.
SMILES,hcGAS inh,NPYLR7 ag,mcGAS inh
O=C(NC(=S)NC1CCCCC1NC(=S)NC(=O)c1ccco1)c1ccco1 (configuration not stated),-6,1,-7
CCN1CCN(C(=O)N(C/C=C/c2ccccc2)S(=O)(=O)c2ccc(C)cc2)CC1,-5,2,-11
Cc1noc(C)c1NC(=O)N1CC[C@@](C)(O)[C@@H](CC(C)C)C1,0,6,.
COC(=O)Cc1ccc(NS(=O)(=O)c2ccc(OC)cc2C)cc1,-11,7,-15
COc1ccc2c(c1)CC(NCCNc1cccnc1)CC2 (configuration not stated),3,2,.
CCn1c(C)[n+](CC)c2ccc(S(=O)(=O)C(F)(F)F)cc21,-7,4,-7
N#Cc1cccc(OC2CC3CCC(C2)N3C(=O)c2ccc(CSc3ccc(F)c(F)c3)cc2)c1 (configuration not stated),-17,6,-9
CCCCc1ccc(-c2nc(C=Nc3ccccc3Cl)c(O)o2)cc1,-7,10,-5
CCCCN(CC(=O)N(Cc1ccco1)Cc1cccn1C)C(=O)NCc1ccccc1,-1,.,0
COCCNC(=O)CCC1CCN(C(=O)Nc2cc(C)ccc2OC)CC1,-11,2,.
Cc1nnc(NC(=O)c2nn(CC(C)C)c(=O)c3ccccc23)s1,3,-34,.
CC(NC(=O)C(=O)NC1CC1)C1CCN(C)CC1 (configuration not stated),-8,0,-15
O=[N+]([O-])c1ccc(OC(F)F)cc1,-3,5,-9
O=C(CC(=O)Nc1nccs1)Nc1nccs1,-2,10,3
Cc1ccc(OCC(=O)NNC(=O)Nc2ccccc2)cc1,-10,4,-5
COC(=O)CCCCC(=O)N1CCN(c2nc3ccccc3nc2-c2ccccc2)CC1,3,-1,-2
CC(NC(c1ccccc1)C(C)C)c1ccc(S(=O)(=O)N(C)C)cc1 (configuration not stated),-7,0,.
C=CCNc1ccccc1C(=O)NC1CCN(S(C)(=O)=O)CC1,-2,21,-7
Cc1nc2sc(C)c(C)n2c(=O)c1NC(=O)c1ccc(F)cc1,-7,11,.
Cc1ccc(S(=O)(=O)N2CCCCC2)cc1C(=O)OCc1c(C)noc1C,0,-8,-1
O=C(Cc1ccncc1)N1CCc2nnc(CCc3ccccc3)n2CC1,2,0,.
O=C(O)c1ccc(Cl)c(S(=O)(=O)Nc2ccccc2F)c1,-13,5,-5
COc1ccc(OC)c(Nc2ncnc3sccc23)c1,-5,4,.
COc1ccccc1C(=O)Nc1ccc(O)c(-c2nc3cc(C)ccc3o2)c1,-3,3,-3
Cc1cc(C(=O)CSCc2cc(=O)n3c(C)csc3n2)c(C)n1C1CC1,-4,1,.
Cc1c(C(=O)NC(C)c2cn3ccsc3n2)cnn1-c1ccccn1 (configuration not stated),-1,7,-14
NCCC[C@H](N)CC(=O)N[C@H]1CNC(=O)[C@H]([C@H]2C[C@H](O)N=C(N)N2)NC(=O)C(C=NC(N)=O)NC(=O)[C@H](CO)NC(=O)[C@H](CO)NC1=O (some centres not stated),-5,-3,.
COc1cc(=O)n(-c2ccccc2C)nc1C(=O)N1c2ccc(F)cc2CCC1C (configuration not stated),-10,6,.
CCOc1cc(-c2nc3ccccn3c2N=Cc2cc([N+](=O)[O-])ccc2O)ccc1O,7,-7,5
O=S(=O)(NCc1ccc(OCC(F)(F)F)cc1)c1cnc[nH]1,-5,-2,.
CCCCc1ccc(Nc2nnc(SCC(=O)N(C(C)C)C(C)C)s2)cc1,-9,-5,-3
CCC(c1nc2ccccc2c(=O)n1CCOC)N(CCCOC)C(=O)C1CC1c1ccccc1 (configuration not stated),-5,-11,-4
CCOc1ccc(-n2nnc(C(=O)OCc3nc(-c4ccc(OC(C)C)cc4)oc3C)c2C)cc1,-7,11,-9
CCCN(C)c1nc(-c2ccccc2)nc2c1CN(C(=O)Nc1ccc(SC)cc1)CC2,-3,-2,-2
CCOc1ncccc1CN1CCC(C(=O)N2CCC(O)(Cc3ccccc3)CC2)CC1,-7,0,-3
O=C1CCc2cc(S(=O)(=O)N3CC(c4ccccn4)C3)ccc2N1,2,-1,.
COCc1ccccc1C(=O)Nc1cc(C(C)C)[nH]n1,-9,-3,.
Cc1cccc(NC2=NC(=S)N(CC#N)C23CCCCC3)c1,-8,9,.
Cc1ccc(C)c(OC(C)C(=O)Nc2c(C)nc3sccn3c2=O)c1 (configuration not stated),-11,2,-10
COCCNC(=O)c1coc(CN(Cc2cccc(C(F)(F)F)c2)Cc2ccccc2OC)n1,-4,.,-5
Cc1cc(C)c2oc(=O)n(C3CCN(C(=O)c4cccs4)CC3)c2c1,-1,31,-6
O=[N+]([O-])c1cc(C(F)(F)F)cc([N+](=O)[O-])c1NN=C1CC2CC=CC12 (configuration not stated),3,-1,.
O=C(Cn1cnc2scc(-c3ccccc3)c2c1=O)NC1CC1,1,6,-1
Cc1ccc(Cc2nc(N3CCCN(C(=O)c4ccccc4Cl)CC3)c3c(-c4cccnc4)noc3n2)cc1,-9,16,-7
CCN(Cc1nc(COC)no1)C(=O)c1ccccc1-c1ccccc1,-10,1,.
O=c1nc2ccccc2c2n1CC(CN1CCN(c3ccccc3)CC1)N2 (configuration not stated),-6,-1,.
O=C(Cn1nc(-c2cccc(Br)c2)ccc1=O)NC1CCCC1,-3,15,.
c1ccc(-c2ncn(CCCNc3cccnc3)c2-c2ncc[nH]2)cc1,-5,6,-17
Cc1cccc(OC2CCN(C(=O)CN3C(=O)OC[C@@H]3C(C)C)CC2)c1,-8,-2,-10
COc1cccc(OS(=O)(=O)c2cn(C)c(=O)n(C)c2=O)c1,-8,1,-8
Cc1ccc(Nc2ccc(N3CCN(C(=O)c4ccccc4[N+](=O)[O-])CC3)nn2)cc1,-6,-1,-8
COc1cc(C(=O)O)c(CNC(=O)CSc2n[nH]c(-c3ccccc3)n2)c(OC)c1OC,-4,-5,.
Cc1cc(C)c(C#N)c(Nc2ccc(Br)cc2)n1,-1,0,-3
CC(C)c1nc(C(=O)NC2CCCN(Cc3ccccn3)C2)cs1 (configuration not stated),-8,13,-9
Cc1ccc(C(CNC(=O)COc2ccccc2)N2CCN(C)CC2)cc1 (configuration not stated),-2,2,-8
COc1cccc(C(CN2CCN(C(=O)c3cc(C)oc3C)CC2)OCc2ccc(C#N)cc2)c1 (configuration not stated),-5,2,-5
NS(=O)(=O)CCN1CCc2cc(Cl)cc(Cl)c2C1,0,4,.
C=CCn1c(SCc2nc(-c3cccs3)no2)nnc1C1CCCCC1,-3,6,.
CCOC(=O)C1CCN(C(=O)c2ccc(CSc3nc(C(C)C)cc(N4CCN(c5ccccc5F)CC4)n3)o2)CC1,-2,-11,1
COCCCN1CCCN(S(=O)(=O)c2ccc(C)cc2F)CC1,-10,0,.

# 5 entries from above, bar-delimited:
SMILES | hcGAS inh | NPYLR7 ag | mcGAS inh
Cc1ccc(Nc2ccc(N3CCN(C(=O)c4ccccc4[N+](=O)[O-])CC3)nn2)cc1 | -6 | -1 | -8
COc1cc(C(=O)O)c(CNC(=O)CSc2n[nH]c(-c3ccccc3)n2)c(OC)c1OC | -4 | -5 | .
Cc1cc(C)c(C#N)c(Nc2ccc(Br)cc2)n1 | -1 | 0 | -3
CC(C)c1nc(C(=O)NC2CCCN(Cc3ccccn3)C2)cs1 (configuration not stated) | -8 | 13 | -9
Cc1ccc(C(CNC(=O)COc2ccccc2)N2CCN(C)CC2)cc1 (configuration not stated) | -2 | 2 | -8

# (next part)
SMILES,hcGAS inh,NPYLR7 ag,mcGAS inh
CCS(=O)(=O)c1ccc2oc(-c3ccc(NC(=O)C4CCC4)cc3)nc2c1,-3,27,-5
Cc1onc(-c2ccccc2Cl)c1C(=O)N1CC(C)OC(C)C1 (configuration not stated),4,8,.
NS(=O)(=O)c1cc(C(=O)N2CCc3ccccc32)ccc1F,-16,3,-10
O=C(Nc1ccc(F)c(F)c1)N1CCN(c2nc(Cc3ccc(Cl)cc3)ns2)CC1,-12,13,-5
O=C1NC(c2ccccc2)=C(c2nc3ccccc3[nH]2)C(c2ccccc2I)N1 (configuration not stated),-2,4,.
O=C1NC(=S)N/C1=C\c1ccc(Oc2ccc([N+](=O)[O-])cc2[N+](=O)[O-])cc1,-5,0,-6
O=C1CC(c2cccc(Cl)c2)Cc2c1cnc1nc(N3CCOCC3)[nH]c(=O)c21 (configuration not stated),-6,8,-7
CN(C)c1nc(N)nc(CSc2nc3c(c(=O)n(C)c(=O)n3C)n2C)n1,1,4,.
CCCn1c(=O)[nH]c2nc(-c3ccc(S(=O)(=O)O)cc3)[nH]c2c1=O,0,-13,.
Cc1ncc(CN2CCC(n3nccc3NC(=O)Cc3ccccc3)CC2)s1,-1,-1,0
O=S(=O)(CCn1nnc2ccccc21)NCC1CCCc2ccccc21 (configuration not stated),-6,2,.
Cc1nonc1CC(=O)N1CCCC(CCC(=O)N2CCN(Cc3ccccc3)CC2)C1 (configuration not stated),-9,16,.

# 2 of the compounds above, tab-delimited.
SMILES	hcGAS inh	NPYLR7 ag	mcGAS inh
Cc1onc(-c2ccccc2Cl)c1C(=O)N1CC(C)OC(C)C1 (configuration not stated)	4	8	.
NS(=O)(=O)c1cc(C(=O)N2CCc3ccccc32)ccc1F	-16	3	-10

# Following part
SMILES,hcGAS inh,NPYLR7 ag,mcGAS inh
COc1ccc(-n2c(SCC(=O)N3CCN(C(=O)c4ccccc4OC)C(C)C3)nnc2-c2cccc(OC)c2)cc1 (configuration not stated),-1,4,-4
Cc1nn(C(C)(C)C)c2c1C(c1cccs1)C1C(=O)CCCC1=N2 (configuration not stated),-13,2,.
c1ccc2oc(NC3=NCN(Cc4ccc5c(c4)OCO5)CN3)nc2c1,-5,5,.
CSc1cccc(NC(=O)Cn2c(C)cc(C)c(C#N)c2=O)c1,5,-6,-1
O=C(CCCCCN1C(=O)C2C3C=CC(C3)C2C1=O)Nc1nncs1 (configuration not stated),-3,0,.
CC1CCCC(C)N1C(=O)CN1CCC(c2ccc(O)cc2)CC1 (configuration not stated),-5,-3,.
O=C(Nc1cccc(N2CCC(NCc3cccc(OC(F)(F)F)c3)CC2)c1)C1CC1,-8,21,-12
COc1ccc(-c2onc(C)c2C(=O)NCCCSC)cc1,-4,-2,-6
Cc1cccc(CSc2nc(C)cc(Oc3ccc(F)cc3)n2)c1,-4,-6,-4
CN(CC(=O)N1CCCC1)c1ncnc2sc3c(c12)CCCCC3,-5,-3,.
COc1cccc(C2NC(=O)N(C)C3=C2C(=O)N(Cc2ccncc2)C3)c1 (configuration not stated),-11,1,-5
Cc1ccc(S(=O)(=O)Oc2ccc(C)cc2-c2nc3ccc(C)cc3o2)cc1,-2,-3,-4
COCCNC(=O)C1CCCN(C2CCN(C(=O)c3cccnn3)CC2)C1 (configuration not stated),-2,-9,.
COc1cccc(-c2cc(CNS(=O)(=O)NCc3ccccc3)on2)c1,-5,-2,.
COc1ccccc1CNS(=O)(=O)c1ncn(C)c1Cl,13,-2,2
CN(c1ncccc1CNC(=O)CCN1CCCO1)C1CCCCC1,0,11,.
CCCC1(CCC)NC(=O)N(CC(=O)Nc2ccc(C)cc2C)C1=O,-7,2,.
CC/C(=N/NC(=O)Cc1ccc(Br)cc1)c1ccc(Br)s1,0,1,.
CCCCNC(=O)Cn1cnc2c([nH]c3ccc(C)cc32)c1=O,-3,.,-9
Cc1ccc2oc(-c3cccc(NC(=O)c4ccc(Cl)c([N+](=O)[O-])c4)c3C)nc2c1,-3,-8,3
Cn1cc(C(=O)N(CCC2=CCCCC2)CC2CC2)ccc1=O,0,4,.
C=CCN(Cc1csc(COc2ccccc2C(C)C)n1)C(=O)c1cccs1,1,17,-3
O=C1NC(=O)C(CC(=O)N2CCN(c3nccc(-c4cccs4)n3)CC2)N1 (configuration not stated),-3,-9,-1
S=c1n(CN2CCCC2)nc2sc3ccccc3n12,16,2,2

# 2 compounds picked at random from the list so far:
SMILES,hcGAS inh,NPYLR7 ag,mcGAS inh
Cc1ccc(C(CNC(=O)COc2ccccc2)N2CCN(C)CC2)cc1 (configuration not stated),-2,2,-8
O=C(CC(=O)Nc1nccs1)Nc1nccs1,-2,10,3

# Carrying on.
SMILES,hcGAS inh,NPYLR7 ag,mcGAS inh
O=C(CS(=O)(=O)c1ccccc1)N1CCN2C(=O)N(C3CCCCC3)C(=O)[C@H]2C1,-4,-10,-5
O=C(O)/C=C1/c2ccccc2CSc2ccc(Cl)cc21,-7,2,.
CCNC(=O)N1CCSC12C(=O)N(Cc1ccccc1Cl)c1ccccc12 (configuration not stated),1,0,0
CCC(C)Cc1c(C)sc2nc(CSc3nnc(C)n3C3CC3)[nH]c(=O)c12 (configuration not stated),-6,-1,-7
O=C(Cc1ccccc1)N(Cc1csc(COc2cc(Cl)ccc2Cl)n1)C1CC1,-6,2,-5
COc1ccc2nc(-n3cncn3)cc(C)c2c1,6,4,.
CC1CC(=O)c2cn3c(nc2C1)nc1ccccc13 (configuration not stated),-7,2,.
Cc1cc(C)nc(SCc2cc(=O)c(OC(=O)c3ccc(S(=O)(=O)N(C)C)cc3)co2)n1,2,-26,3
c1ccc(COC2CCN(Cc3cnc(-c4ccco4)nc3)CC2)cc1,-2,7,.
COc1ccc(CC(=O)N2CCc3ccccc3C2c2ccc(Cl)cc2)cn1 (configuration not stated),-7,-5,-8
COc1ccc(C(=O)CSc2nc(N)c(NC(=O)c3ccccc3)c(=O)[nH]2)cc1,-6,-2,-8
Fc1ccccc1Cc1noc(CN2CCN(c3cccc(C(F)(F)F)c3)CC2)n1,-10,10,-12
CCc1ccccc1SCc1ccc(C(=O)N2C3CCC2CC(Oc2cc(C)ccc2Cl)C3)cc1 (configuration not stated),-17,10,-9
OCC(CO)Nc1ccnc2ccc(Cl)cc12,-5,-1,-14
CCn1nc(C)cc1C(=O)N(CCCN(C)C)c1nc2c(OC)ccc(Cl)c2s1,-4,4,-3

# Outcome played no part in choosing rows; 0.27% or so of the library scored in one or more.
